Rad51 HR inh = blocks human Rad51 in homologous recombination; 200,000 compounds, 0.085% hits; AID 1385; Q06609; inhibition, % at 10 µM; hRad51 DNA strand exchange, fluorescence dequenching;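 active = inhibition above 40% at the single screening dose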;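 note: 0% = DMSO control wells and 100% = blanks with heterologous ssDNA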
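material = hRad51 filaments on single-stranded DNA | reagent = Donor/quencher-labelled 47-bp dsDNA substrate | compound = 10 µM final, single point | schedule = strand-exchange reaction 15 min at room temperature | measured by = fluorescein emission 520 nm, excitation 485 nm | read-out basis = % inhibition versus plate control and blank means | benchmarks = plate controls and plate blanks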
Hck Nef HTS = inhibitors of human Hck kinase activated by Nef | 220,000 compounds, 0.68% hits | AID 463187 | Recombinant Hck-YEEI plus Nef, Z-Lyte FRET kinase assay | inhibition, % at 20 µM | P08631;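 active = Hck-Nef kinase inhibition above about 50%, limit read from the data; inactive = inhibition below that limit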;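 note: 0% = DMSO with Hck plus Nef and 100% = Hck alone without Nef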
Target sequence (P08631 whole entry, looked up): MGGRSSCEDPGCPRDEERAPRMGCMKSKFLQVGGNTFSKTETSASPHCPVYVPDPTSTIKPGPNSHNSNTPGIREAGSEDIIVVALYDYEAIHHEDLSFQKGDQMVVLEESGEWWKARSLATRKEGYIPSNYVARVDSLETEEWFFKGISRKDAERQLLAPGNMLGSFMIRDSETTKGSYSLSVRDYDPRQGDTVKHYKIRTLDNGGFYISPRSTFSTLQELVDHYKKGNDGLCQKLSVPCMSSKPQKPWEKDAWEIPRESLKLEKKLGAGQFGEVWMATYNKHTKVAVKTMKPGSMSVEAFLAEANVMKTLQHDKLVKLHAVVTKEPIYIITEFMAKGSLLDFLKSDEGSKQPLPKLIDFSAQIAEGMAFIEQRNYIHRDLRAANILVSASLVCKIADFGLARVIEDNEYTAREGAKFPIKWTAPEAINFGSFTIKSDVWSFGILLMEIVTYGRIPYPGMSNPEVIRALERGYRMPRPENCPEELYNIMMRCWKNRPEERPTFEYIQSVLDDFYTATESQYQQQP
eIF4E-4G inh = inhibitors of eIF4E and eIF4G interaction in translation initiation; AID 782; 220,000 compounds, 0.37% hits; TR-FRET eIF4E-eIF4GI(517-606) binding, 2 h; P63073+Q04637; inhibition, % at 21.7 µM;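 active = inhibition above about 30%, limit read from the data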;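 note: 0% = full FRET control wells and 100% = background wells lacking eIF4GI fragment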
Tb hexokinase = blocks Trypanosoma brucei hexokinase 1 activity; inhibition, % at 10 µM; 220,000 compounds, 0.11% hits; recombinant TbHK1, G6PDH-coupled NADH A340;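 active = inhibition of 50% or more in the single-dose primary screen; inactive = inhibition below 50%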
Calpain2 inh = blocks pig calpain II enzyme activity. purified calpain II, fluorogenic peptide substrate, 30 min. inhibition, % at 16 µM. 220,000 compounds, 0.37% hits;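 active = inhibition above about 50%, limit read from the data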
14-3-3 Bad PPI = disrupts binding of bovine 14-3-3 zeta to phospho-Bad peptide | P63103 | TR-FRET 14-3-3zeta/Dy647-pBad peptide displacement, 1 h | inhibition, % at 21.7 µM | 220,000 compounds, 0.71% hits;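 active = inhibition above about 70%, limit read from the data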;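 note: 0% = full 14-3-3 plus peptide FRET controls and 100% = background without 14-3-3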
Target sequence (P63103 whole entry, looked up): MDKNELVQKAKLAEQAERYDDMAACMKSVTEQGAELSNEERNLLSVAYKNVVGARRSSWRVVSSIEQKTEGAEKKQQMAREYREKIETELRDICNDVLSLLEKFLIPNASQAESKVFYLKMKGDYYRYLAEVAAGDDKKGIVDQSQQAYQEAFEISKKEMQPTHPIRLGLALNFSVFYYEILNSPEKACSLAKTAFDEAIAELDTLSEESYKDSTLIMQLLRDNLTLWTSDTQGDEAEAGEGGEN
zVAD death inh = blocks zVAD induced death of L929 cells; viability rescue, % at 10 µM; 220,000 compounds, 0.38% hits; L929 zVAD necroptosis rescue, ATP luminescence, 24 h; with zVAD 60 µM;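 active = activation, scaled between plate controls, above about 75%, limit read from the data; inactive = activation under that limit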;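 note: 0% = zVAD with DMSO and 100% = DMSO alone without zVAD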
EP2 modulator = modulators of human EP2 prostaglandin E2 receptor; P43116; EP2-expressing cells, cAMP HTRF FRET, PGE2 co-stimulation; induction, % at 25 µM; 260,000 compounds, 0.83% hits; AID 940;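 active = compounds whose cAMP rise, as percent of the full-agonist control response, exceeds 60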;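 note: rat C6 glioma line stably carrying human EP2 under a CMV promoter; the protocol text gives 20 µM as final concentration; 100% = response of wells given 1 µM PGE2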
PGE2 EP2 inh = blocks the human prostaglandin E2 receptor EP2. P43116. C6 glioma cells expressing human EP2, cAMP TR-FRET; cells stimulated with saturating PGE2. inhibition, % at 25 µM. 260,000 compounds, 0.52% hits;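 active = percent inhibition above 40 after rounding to a whole number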;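 note: rat C6 glioma host cells with rolipram phosphodiesterase inhibitor present; the protocol text gives 20 µM as final concentration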
Numbers without * were called inactive; i = inactive; · = not tested or not shown; [ ] = dose if it differs, or a comment. This is a subset, so the mix of outcomes need not match the whole.

mol,Tb hexokinase,eIF4E-4G inh,Calpain2 inh,zVAD death inh,14-3-3 Bad PPI,PGE2 EP2 inh,EP2 modulator,Rad51 HR inh,Hck Nef HTS
O=C1CC(c2ccco2)CC(O)=C1C=NCCN1CCN(C2CC(=O)N(c3ccccc3)C2=O)CC1 (stereo not given),1,-1,4,0.2,9,7,10,10,1
C=CCn1c(SCC(=O)Nc2cccnc2Cl)nnc1-c1ccc(C(C)(C)C)cc1,4,-1,14,2.3,1,3,25,-8,1
CCc1ccccc1Cn1c(=O)oc2cccnc21,1,3,-38,0.3,0,13,-22,0,9
Cn1c(=O)c2c(nc(SCC(=O)O)n2Cc2cc3c(cc2Cl)OCO3)n(C)c1=O,2,11,-38,0.2,-3,10,2,-10,4
O=C(NCc1ccco1)C1(c2ccc(Cl)cc2)CCCC1,-2,-1,-10,0.4,0,5,-11,-2,2
c1csc(-c2nc3ccccn3c2NC2CCCCC2)c1,-7,2,i,0.5,-7,5,61*,7,20
COc1ccc(NC(=O)CSc2nnc(CNC(=O)c3ccco3)o2)c(OC)c1,-5,0,-42,0.9,-14,20,16,8,-2
Cc1cc(NC(=O)CSc2nc3c(c(=O)n2CCc2ccccc2)SC(C)C3)no1 (stereo not given),-2,-2,-21,1.0,-4,11,-6,-6,-1

No new results follow: 3 of the compounds above.
mol,Tb hexokinase,eIF4E-4G inh,Calpain2 inh,zVAD death inh,14-3-3 Bad PPI,PGE2 EP2 inh,EP2 modulator,Rad51 HR inh,Hck Nef HTS
O=C(NCc1ccco1)C1(c2ccc(Cl)cc2)CCCC1,-2,-1,-10,0.4,0,5,-11,-2,2
c1csc(-c2nc3ccccn3c2NC2CCCCC2)c1,-7,2,i,0.5,-7,5,61*,7,20
COc1ccc(NC(=O)CSc2nnc(CNC(=O)c3ccco3)o2)c(OC)c1,-5,0,-42,0.9,-14,20,16,8,-2

Other records:
mol,Tb hexokinase,eIF4E-4G inh,Calpain2 inh,zVAD death inh,14-3-3 Bad PPI,PGE2 EP2 inh,EP2 modulator,Rad51 HR inh,Hck Nef HTS
Cc1cccc(C(=O)N2CCN(c3ncnc4c3cnn4-c3ccccc3)CC2)c1,-5,6,-3,0.0,-5,23,-57,2,9
O=C(CSc1nc2ccccc2c(=O)[nH]1)Nc1ccc(C(=O)O)cc1,-6,0,-3,1.1,1,4,38,8,10
Cc1ccc(NC(=O)C(=O)NCCN2CCN(C(=O)C(c3ccccc3)c3ccccc3)CC2)cc1,-4,2,-14,0.5,25,9,-29,10,1
CCC(Oc1ccccc1)C(=O)Nc1nc2ccccc2[nH]1 (stereo not given),2,3,-18,0.6,-9,10,-22,2,-1
Cc1ccc(NC(=O)C2CCCN2S(=O)(=O)c2ccc(F)cc2)c(C)c1 (stereo not given),7,-6,-17,-0.2,-10,12,3,7,0
NNC(=O)c1[nH]c2ccc(Br)cc2c1-c1ccccc1,-12,0,-21,1.3,-2,4,8,5,8
COC(=O)c1ccc(NC(=O)c2c(C(=O)Nc3ccccc3)sc3nc(C)cc(=O)n23)cc1,-13,3,-30,72,12,7,3,7,27
CCCCN(C(=O)NC(=O)Nc1ccccc1OCC)S(C)(=O)=O,0,-21,0,-0.3,24,2,30,-2,2

mol,Tb hexokinase,eIF4E-4G inh,Calpain2 inh,zVAD death inh,14-3-3 Bad PPI,PGE2 EP2 inh,EP2 modulator,Rad51 HR inh,Hck Nef HTS
CC1=C(C)CC(C(=O)Nc2ccc(C(N)=O)cc2)C(C(=O)O)C1 (stereo not given),-3,-4,-3,-0.4,2,10,11,-9,6
CC1CCCN(S(=O)(=O)c2ccccc2[N+](=O)[O-])C1 (stereo not given),8,-5[fluorescence artefact?],16,1.1,15,4,-2,19,0
Cc1cccc(N2C(=O)c3cccc(Oc4ccc(Cl)cc4)c3C2=O)c1,-4,8,5,1.0,-3,4,34,·,1
COc1cccc(OC)c1C(=O)NNC(=O)c1cccc(COc2ccc3c(c2)CCC3)c1,-2,8,0,0.4,-7,·,-15,·,0
CC(=O)c1ccc(OC(=O)c2ccc(Br)o2)cc1,2,3,9,0.0,-1,10,3,-3,-2
COc1ccc(C/C(C)=N\NC(=O)c2cn(C)c3ccccc23)cc1OC,6,-3,-5,-0.5,-4,11,-25,-3,16
O=C(c1ccco1)N1C2C=CC(C2)C1(C(F)(F)F)C(F)(F)F (stereo not given),-1,2[fluorescence artefact?],-38,1.6,11[fluorescence artefact?],·,0,·,1
CCCn1c(SCCN2C(=O)c3ccccc3C2=O)n[nH]c1=O,-2,-6,-7,0.1,-4,8,10,4,2

mol,Tb hexokinase,eIF4E-4G inh,Calpain2 inh,zVAD death inh,14-3-3 Bad PPI,PGE2 EP2 inh,EP2 modulator,Rad51 HR inh,Hck Nef HTS
CC(=O)Nc1nc2cc3c(cc2s1)OCO3,2,19,-10,-0.1,11,10,-5,5,0
S=C(NN=C1C2CC3CC(C2)CC1C3)Nc1ccccc1,5,-5,34,-0.1,9,17,-26,7,0
COc1ccc(S(=O)(=O)CCC(=O)N(C)c2ccc(OC)cc2OC)cc1,2,-2,-10,1.2,-1,7,26,0,-3
CCN(CC)c1nc2ccccc2[nH]1,3,4[fluorescence artefact?],-6,-0.2,-16,5,15,-5,1
CCc1ccc(NC(=O)C2CCCCC2C(=O)O)cc1 (stereo not given),0,1,5,0.1,-1[fluorescence artefact?],8,11,6,-2
COc1ccc(NC(=S)N2CCN(c3ncccn3)CC2)c(OC)c1,-13,-4,-3,-0.2,-4,6,-7,·,17
COCc1cc(=O)[nH]c(/N=C(\N)Nc2cccc(C)c2)n1,6,-4[fluorescence artefact?],-3,-0.4,3,5,-19,-39,1
COC(=O)c1cccc(NC(=S)NC(C)C)c1,-6,2,23,-0.3,-7,1,-15,·,-5

mol,Tb hexokinase,eIF4E-4G inh,Calpain2 inh,zVAD death inh,14-3-3 Bad PPI,PGE2 EP2 inh,EP2 modulator,Rad51 HR inh,Hck Nef HTS
COc1ccc(Nc2ncccc2C(=O)O)cc1,-14,1[fluorescence artefact?],-6,-0.3,4,6,25,-5,3
CC12C(=O)N(n3cnnc3)C(=O)C1C1C=CC2C1 (stereo not given),1,-9,-3,-0.1,-7,11,3,-7,-8
CCOC(=O)c1c(-c2ccc(OC)cc2)csc1NC(=O)C1CCCO1 (stereo not given),-9,0,-17,17,-1,11,18,0,27
C/C(=N\NC(=O)CSCc1ccccc1Br)c1cccc([N+](=O)[O-])c1,-5,-2[fluorescence artefact?],-9,0.1,14,6,-2,5,0
CCNC(=O)c1ccccc1-c1nc(-c2ccccc2)no1,-3,0,9,-0.2,-1,9,7,·,1
COc1ccc(/C=N/NC(=O)CNS(=O)(=O)c2ccc(C)cc2)cc1,-3,-2,-29,36,-10,3,-53,-17,21
Cc1ccc(S(=O)(=O)N(C)CC(=O)OCC(=O)N2CCN(c3ccccc3)CC2)cc1,30,6,-6,0.7,-16,6,9,-4,3
CCOC(=O)C1CCCN(C(=O)CCn2nc(-c3ccccc3)ccc2=O)C1 (stereo not given),-2,-8,-22,-0.5,-10[fluorescence artefact?],·,27,·,-1

mol,Tb hexokinase,eIF4E-4G inh,Calpain2 inh,zVAD death inh,14-3-3 Bad PPI,PGE2 EP2 inh,EP2 modulator,Rad51 HR inh,Hck Nef HTS
COc1ccccc1N(/N=C1\Sc2ccccc2C1=O)C(C)=O,-16,-8,-1,-1.1,0,5,37,-7,25
CC1CCCC(C)N1C(=O)CSc1nnc(COc2ccccc2)n1-c1ccccc1 (stereo not given),-8,0,2,-0.1,4,4,18,3,-2
O=C1CC(c2nc3ccccc3[nH]2)CN1c1ccccc1F (stereo not given),-4,-6,11,0.2,3,9,7,0,0
Cc1nc(-c2ccc(Cl)cc2)sc1C1(C)CC(c2cccnc2)=NO1 (stereo not given),-14,-2,14,0.0,-2,29,-3,-1,12
O=C1c2cccc3cc([N+](=O)[O-])cc(c23)C(=O)N1c1ccccc1O,-16,7,-2,-1.4,-1,10,-10,-42,26
O=C(COc1ccccc1)N1CCCC1,-1,3,-12,1.8,-12,6,7,3,13
CCCCNC(=O)NC1C(NC(=O)NCCCC)N(C)C(=O)N1C (stereo not given),8,6,0,0.1,4,12,9,1,0
COc1ccccc1NS(=O)(=O)c1ccc(O)c(C(=O)OCC(=O)Nc2ccccc2F)c1,7,2,-2,0.6,4,10,-4,-14,-11
Cc1ccc(S(=O)(=O)c2cc(OC(=O)c3ccco3)ccc2OC(=O)c2ccco2)cc1,3,6,3,1.1,3,5,5,·,6
CC1Cc2ccccc2N1C(=S)NC(=O)C1(C)CC1(Cl)Cl (stereo not given),-11,-2,15,0.1,-13,11,6,-5,9
C/C(=N\NC(=O)c1ccc(F)cc1)c1cccc(NC(=O)c2ccco2)c1,1,-13,-7,2.1,0[fluorescence artefact?],17,-9,5,-1

18 neighbouring records already listed, quoted:
mol,Tb hexokinase,eIF4E-4G inh,Calpain2 inh,zVAD death inh,14-3-3 Bad PPI,PGE2 EP2 inh,EP2 modulator,Rad51 HR inh,Hck Nef HTS
COCc1cc(=O)[nH]c(/N=C(\N)Nc2cccc(C)c2)n1,6,-4[fluorescence artefact?],-3,-0.4,3,5,-19,-39,1
COC(=O)c1cccc(NC(=S)NC(C)C)c1,-6,2,23,-0.3,-7,1,-15,·,-5
COc1ccc(Nc2ncccc2C(=O)O)cc1,-14,1[fluorescence artefact?],-6,-0.3,4,6,25,-5,3
CC12C(=O)N(n3cnnc3)C(=O)C1C1C=CC2C1 (stereo not given),1,-9,-3,-0.1,-7,11,3,-7,-8
CCOC(=O)c1c(-c2ccc(OC)cc2)csc1NC(=O)C1CCCO1 (stereo not given),-9,0,-17,17,-1,11,18,0,27
C/C(=N\NC(=O)CSCc1ccccc1Br)c1cccc([N+](=O)[O-])c1,-5,-2[fluorescence artefact?],-9,0.1,14,6,-2,5,0
CCNC(=O)c1ccccc1-c1nc(-c2ccccc2)no1,-3,0,9,-0.2,-1,9,7,·,1
COc1ccc(/C=N/NC(=O)CNS(=O)(=O)c2ccc(C)cc2)cc1,-3,-2,-29,36,-10,3,-53,-17,21
Cc1ccc(S(=O)(=O)N(C)CC(=O)OCC(=O)N2CCN(c3ccccc3)CC2)cc1,30,6,-6,0.7,-16,6,9,-4,3
CCOC(=O)C1CCCN(C(=O)CCn2nc(-c3ccccc3)ccc2=O)C1 (stereo not given),-2,-8,-22,-0.5,-10[fluorescence artefact?],·,27,·,-1
COc1ccccc1N(/N=C1\Sc2ccccc2C1=O)C(C)=O,-16,-8,-1,-1.1,0,5,37,-7,25
CC1CCCC(C)N1C(=O)CSc1nnc(COc2ccccc2)n1-c1ccccc1 (stereo not given),-8,0,2,-0.1,4,4,18,3,-2
O=C1CC(c2nc3ccccc3[nH]2)CN1c1ccccc1F (stereo not given),-4,-6,11,0.2,3,9,7,0,0
Cc1nc(-c2ccc(Cl)cc2)sc1C1(C)CC(c2cccnc2)=NO1 (stereo not given),-14,-2,14,0.0,-2,29,-3,-1,12
O=C1c2cccc3cc([N+](=O)[O-])cc(c23)C(=O)N1c1ccccc1O,-16,7,-2,-1.4,-1,10,-10,-42,26
O=C(COc1ccccc1)N1CCCC1,-1,3,-12,1.8,-12,6,7,3,13
CCCCNC(=O)NC1C(NC(=O)NCCCC)N(C)C(=O)N1C (stereo not given),8,6,0,0.1,4,12,9,1,0
COc1ccccc1NS(=O)(=O)c1ccc(O)c(C(=O)OCC(=O)Nc2ccccc2F)c1,7,2,-2,0.6,4,10,-4,-14,-11
